# ATG4B inhibitor: blocks human ATG4B protease cleavage of LC3 substrate | Q9Y4P1 | ATG4B cleavage of LC3-PLA2, NBD-HPC fluorescence, 1 h | inhibition, % at 8.33 µM | actives 0.51% (n = 340,000) | AID 504462; in the data active = inhibition above about 40%
# hIAP block: blocks human intestinal alkaline phosphatase; P09923; purified IAP, CDP-Star luminescence, 30 min; inhibition, % at 10 µM; actives 0.12% (n = 330,000);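 active = inhibition reaching a set limit with compound at 10 µM in the primary screen, cut at about 35% in these data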;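 note: plate controls were DMSO wells with enzyme for no effect and no-enzyme buffer wells for full effect; values of inactives mirror those of a sister screen read the other way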
# mIAP block: mouse IAP inhibition. purified mouse IAP, CDP-Star luminescence, 30 min. inhibition, % at 10 µM. actives 0.2% (n = 330,000). AID 2806;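 active = inhibition of at least 40% at 10 µM in the primary screen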;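 note: plate controls were DMSO with enzyme for no effect and no enzyme wells for full effect; values of inactives mirror those of a sister screen read the other way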
# mIAP act: mouse IAP activation. activation factor at 10 µM. AID 2805. actives 0.24% (n = 330,000). muIAP, CDP-Star luminescence, 30 min; stronger effect = higher value; 1 = vehicle-only enzyme signal, 0 = enzyme-free wells;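 active = activation factor of at least 2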; note: the source names both 10 and 20 µM as test concentration; values of inactives mirror those of a sister screen read the other way
#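 Assay system: mouse IAP enzyme; reagent: chemiluminescent substrate CDP-Star; dosing: test compounds delivered from DMSO solution; schedule: 30 min at room temperature; measured by: luminescence from enzymatic CDP-Star hydrolysis; controls: DMSO-only wells and no-enzyme negative control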
# Apaf1 inhib: inhibitors of human Apaf-1 apoptosome. actives 0.71% (n = 330,000). reconstituted apoptosome caspase-3 activity, DEVD-Rh110 fluorescence. inhibition, % at 20 µM. AID 489030; active = inhibition of at least 40% at 20 µM;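 note: plate controls were DMSO wells for no effect and DEVD-CHO caspase inhibitor wells for full effect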
#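 System: reconstituted apoptosome with Apaf-1, cytochrome c, caspase-9, procaspase-3, dATP; Signal: Rh110 fluorescence intensity; Schedule: 30 min compound preincubation, 50 min activation, room temperature; Reagent: cytochrome c trigger plus (Z-DEVD)2-Rh110 caspase-3 substrate.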
# tim10-1 inh: inhibits growth of tim10-1 mutant yeast. inhibition, % at 20 µM. S. cerevisiae tim10-1 ts strain growth, BacTiter-Glo, 24 h. actives 2.2% (n = 330,000);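 active = inhibition of at least 40%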;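 note: mutant grown at 25 °C; 0% = DMSO wells with yeast and 100% = wells holding no yeast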
# TIM10 inh: inhibits growth of TIM10 yeast strain | S. cerevisiae TIM10 strain growth, BacTiter-Glo luminescence, 24 h | inhibition, % at 10 µM | actives 1.4% (n = 330,000) | AID 463195;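 active = inhibition of 40% or more at the single tested concentration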;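 note: wild-type TIM10 isogenic control strain grown at permissive 25 °C; 0% = DMSO yeast wells and 100% = minimal medium wells without yeast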
# NLRP3 yeast inh: blocks the NALP3 inflammasome reconstituted in yeast; Yeast reconstituted NLRP3/ASC/caspase-1, beta-gal luminescence, 24 h; inhibition, % at 10 µM; actives 0.39% (n = 330,000); AID 2825;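 active = inhibition of 50% or more; inactive = inhibition below 50%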;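 note: plate controls were induced DMSO wells for no effect and uninduced yeast grown without galactose for full effect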
# hIAP act: human IAP activation | actives 0.16% (n = 330,000) | activation factor at 10 µM | purified human IAP, CDP-Star luminescence, 30 min; stronger effect = higher value; 1 = vehicle-only enzyme, 0 = enzyme-free background | AID 2524;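 active = activation factor of the enzyme at least 2-fold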; note: the source names both 10 and 20 µM as test concentration; values of inactives mirror those of a sister screen read the other way
# Starred values were filed as active, the others as inactive. Compounds were not picked by outcome (roughly 4.5% active in at least one column).
SMILES,ATG4B inhibitor,hIAP block,mIAP block,mIAP act,Apaf1 inhib,tim10-1 inh,TIM10 inh,NLRP3 yeast inh,hIAP act
O=C(Nc1ccc([N+](=O)[O-])cc1)Nc1cnccn1,-12,8,6,0.94,7,11,5,16,0.92
C[C@H](CO)N1C[C@H](C)[C@@H](CN(C)CC2CCCCC2)Oc2ccc(NC(=O)CCN3CCOCC3)cc2C1=O,-17,4,-12,1.1,11,-3,8,14,0.96
CC(C)CCn1c(=O)c2ccccc2n2c(CCC(=O)NCC3CCCO3)nnc12 (centres undefined),-1,-6,5,0.95,1,5,3,15,1.1
CCC(C)[C@H](NC(=O)NCc1ccco1)C(=O)OC (some centres undefined),-6,-2,-2,1,-22,3,26,-2,1
O=C(NCC(=O)N1CCN(S(=O)(=O)/C=C/c2ccccc2)CC1)c1ccc(Cl)cc1,-4,10,-14,1.1,3,-7,-2,-7,0.9
CCN1CCN(C(=O)C(=O)c2cn(CC(=O)N(CC)CC)c3ccccc23)CC1,7,-7,-8,1.1,2,-12,-1,9,1.1
O=C(Oc1cccc(Cl)c1)N1CCOCC1,-3,19,0,1,0,11,-1,0,0.81
CCc1ccc2nc(N(CCCN(C)C)C(=O)c3ccc(S(=O)(=O)N4CCCC4)cc3)sc2c1,-5,7,11,0.89,5,9,3,24,0.93
COc1ccccc1NC(=S)NCc1ccc2c(c1)cc(C)n2C,-5,2,7,0.93,9,4,21,25,0.98
CC(CC(=O)Nc1ccc(F)c([N+](=O)[O-])c1)c1ccccc1 (centres undefined),2,-4,19,0.81,3,32,0,16,1
O=C(c1ccccc1)C(O)C(c1ccccc1)N1CCOCC1 (centres undefined),1,15,3,0.97,3,10,5,8,0.85
CC(Sc1nnc(C2CC2)n1Cc1ccccc1)C(=O)N1CCNC1=O (centres undefined),-4,8,1,0.99,-10,-11,0,5,0.92
Cc1ccsc1C(=O)OCC(=O)N1CC(=O)Nc2ccccc21,2,10,13,0.87,-8,11,-1,18,0.9
CCn1c(C)[n+](CC(O)COCC2CC=CCC2)c2ccccc21 (centres undefined),4,0,-4,1,6,3,-6,12,1
COc1ccc(CN(C)S(=O)(=O)c2nnc(NC(=O)c3cccc(C)c3)s2)cc1OC,10,22,12,0.89,12,27,3,-6,0.78
COc1ccc(C(=O)NCCCN=C2NS(=O)(=O)c3ccccc32)cc1,-7,11,1,0.99,0,-2,-5,13,0.89
CC1CC(C)CN(C(=O)CCS(=O)(=O)c2ccc3c(c2)NC(=O)CS3)C1 (centres undefined),-1,-7,3,0.97,5,5,4,10,1.1
O=C(O)c1ccccc1SCc1nc2ccccn2c1Br,-3,-11,1,0.99,-8,-10,-5,2,1.1
Cc1cc(C)cc(NC(=O)C2CCN(c3nccs3)CC2)c1,2,2,-10,1.1,19,32,2,-7,0.98
N#C/C(=C/c1cn(CC(=O)O)c2ccccc12)C(=O)Nc1ccccc1,-6,7,17,0.83,-5,12,11,23,0.93
Cc1ccc(NC(=O)CCNC(=O)c2ccc(Br)cc2)cc1S(=O)(=O)N1CCOCC1,-1,-10,4,0.96,6,16,-5,16,1.1
Cc1cc2c3c(c1)C1(C(=O)N3C(C)(C)CC2C)C(C#N)=C(N)Oc2cc(O)ccc21 (centres undefined),-11,-6,-6,1.1,22,34,11,15,1.1
O=C(NCCC1=CCCCC1)c1ccc(Cl)c(S(=O)(=O)N2CCOCC2)c1,-5,8,9,0.91,16,30,26,4,0.92
CCc1cc(=O)oc2cc(C)c(CN3CCCC3)c(O)c12,15,8,18,0.82,14,6,-1,2,0.92
COCCNC(=O)C1CC2Cn3c(nc4ccccc43)C2N1C (centres undefined),-3,-8,-12,1.1,-5,-8,5,10,1.1
O=C(NC1CC2CCCC(C1)N2Cc1cccs1)N1CCOCC1 (centres undefined),1,5,-2,1,1,1,10,5,0.95
Nc1nc(NCCCN2CCOCC2)nc(Nc2cccc(F)c2)c1[N+](=O)[O-],-4,36*,12,0.88,-9,-17,-4,25,0.64
COc1cc(CNc2ccc3[nH]c(=O)[nH]c3c2)ccc1OCc1ccccc1,1,-26,5,0.95,5,3,0,25,1.3
CCOc1ccccc1NC(=O)C12CC3CC(C1)CC(c1ccc(C)cc1)(C3)C2,3,-6,0,1,8,23,24,-1,1.1
O=C(NCCC(=O)N1CCN(C(=O)c2ccco2)CC1)c1ccc(Br)cc1,9,8,6,0.94,7,8,-6,20,0.92
O=C(c1cn(Cc2ccccc2)nc1-c1ccc(Cl)cc1)N1CCN(c2ccccn2)CC1,1,0,-15,1.1,36,13,12,6,1
CCn1c(CNC(=O)c2ccco2)nnc1SCC(=O)c1ccc(F)cc1,2,21,8,0.92,11,-15,6,9,0.79
COc1cccc(NC(=S)N2CCc3cc(OC)c(OC)cc3C2)c1,-8,-10,-11,1.1,-5,-6,-2,6,1.1
Cc1nc(N)ncc1-c1ccc2c(c1)OCO2,1,13,10,0.9,2,6,-6,12,0.87
COc1ccc(NC(=O)CN(C)C(=O)c2ccccc2OCC(=O)Nc2cccc(C(F)(F)F)c2)cc1,-7,-22,-16,1.2,8,14,-11,5,1.2
CCN(CC)C(=O)c1oc2ccc(S(=O)(=O)N3CC(C)CC(C)C3)cc2c1C (centres undefined),-2,-6,-4,1,18,-3,11,13,1.1
CCOc1ccc(NC(N)=O)cc1OCC,5,6,-8,1.1,11,-10,22,9,0.94
CNc1nc2c(-c3ccc(Cl)cc3)nnn2c2ccccc12,0,-16,-2,1,3,-7,6,0,1.2
COc1ccc(S(=O)(=O)N2CCSC2c2ccc(OC)c(OC)c2)cc1 (centres undefined),-4,-24,-3,1,18,31,-6,31,1.2
CCOC(=O)CNC(=O)c1sc(NC(=O)c2ccccc2F)nc1C,-2,12,3,0.97,-3,-30,-21,16,0.88

# 4 entries out of the list above, sorted by the number in NLRP3 yeast inh, largest number first:
SMILES | NLRP3 yeast inh
CCc1ccc2nc(N(CCCN(C)C)C(=O)c3ccc(S(=O)(=O)N4CCCC4)cc3)sc2c1 | 24
O=C(c1ccccc1)C(O)C(c1ccccc1)N1CCOCC1 (centres undefined) | 8
O=C(O)c1ccccc1SCc1nc2ccccn2c1Br | 2
COc1ccc(CN(C)S(=O)(=O)c2nnc(NC(=O)c3cccc(C)c3)s2)cc1OC | -6

# Carrying on:
SMILES,ATG4B inhibitor,hIAP block,mIAP block,mIAP act,Apaf1 inhib,tim10-1 inh,TIM10 inh,NLRP3 yeast inh,hIAP act
CCn1c(SCC(=O)Nc2cccc(NC(C)=O)c2)nnc1-c1ccco1,-7,-10,-6,1.1,0,-17,5,9,1.1
Cc1cc(C(=O)N2CCCC(C(=O)c3ccc(Cl)cc3C)C2)no1 (centres undefined),3,-14,6,0.94,2,27,-24,21,1.1
CCOc1nc(NCCO)nc(Nc2ccc([N+](=O)[O-])cc2)n1,5,-8,10,0.9,-12,12,-2,-1,1.1
Cc1[nH]c2ccccc2c1C1(O)C(=O)N(Cc2ccc3c(c2)OCO3)c2ccccc21 (centres undefined),-3,14,13,0.87,27,17,14,15,0.86
Cc1nn(-c2ccccc2)c(N2CCCC2)c1/C=N/NC(=O)c1cc(-c2cccs2)nc2ccccc12,9,7,4,0.96,0,19,23,14,0.93
O=C(c1ccc(F)cc1)N(Cc1cccs1)C1CCS(=O)(=O)C1 (centres undefined),1,-18,4,0.96,-8,-8,5,-3,1.2
CS(=O)(=O)Nc1cccc2[nH]ncc12,-6,3,-4,1,14,11,-7,-9,0.97
Cc1ccc(OCCn2cc(C#N)c3ccccc32)cc1,-2,-11,4,0.96,13,11,-3,22,1.1
CCN(c1ccccc1)S(=O)(=O)c1ccc(OC)c(NC(=O)c2cc(F)c(F)c(F)c2F)c1,7,-5,8,0.92,6,1,7,-5,1
COc1ccccc1NC(=O)NNC(=O)C(C)Oc1ccc2ccccc2c1 (centres undefined),-7,-57,2,0.98,11,12,-1,0,1.6
COc1ccccc1N1C(=O)CC(N(O)c2ccccc2)C1=O (centres undefined),-4,3,3,0.97,2,13,-6,12,0.97
C=CCN([C@@H](CC(C)C)C(=O)OC)S(=O)(=O)N(CC=C)[C@@H](CC(C)C)C(=O)OC,-1,-2,2,0.98,28,21,9,14,1
CSc1nc2ccccc2cc1/C=C(\C#N)c1cccc(C)c1,-7,-31,4,0.96,8,11,14,20,1.3
CCN1CCN(C(=O)CN(c2ccc(C)cc2)S(C)(=O)=O)CC1,0,14,-2,1,3,16,12,15,0.85
CN(c1ccccc1)S(=O)(=O)c1ccc(NC(=S)NC(=O)c2ccccc2)cc1,33,6,17,0.83,13,19,6,1,0.94
Cc1ccc(CNC(=O)c2ccc(C#CC(C)(C)O)s2)cc1,4,-13,-7,1.1,3,27,6,8,1.1
COc1ccc(NS(=O)(=O)c2cccc(C(=O)O)c2)cc1S(=O)(=O)N1CCCCC1,-2,5,-8,1.1,-13,-3,5,-3,0.95
CCN1CCN(S(=O)(=O)c2ccc(Cl)c(C(=O)Nc3ccccc3N3CCCC3)c2)CC1,0,-2,-1,1,-74,15,14,15,1
CC1CN(C(=O)c2ccccc2Nc2ccc(SC(F)F)cc2)CC(C)O1 (centres undefined),-9,3,7,0.93,21,30,18,18,0.97
CCOC(=O)c1ccc(CNCc2ccc(Br)cc2)cc1,6,13,-6,1.1,9,-56,-44,11,0.87
Cc1ccc(Nc2nnc(SCC(=O)NC3CC3)s2)cc1,6,1,-7,1.1,-10,5,-3,10,0.99
Cc1nc([N+](=O)[O-])c(Br)n1CC(=O)c1ccccc1,-2,-14,16,0.84,-11,30,22,7,1.1
COc1ccc(NC(=O)C2CCN(S(=O)(=O)c3ccc4[nH]c(=O)oc4c3)CC2)c(OC)c1,-3,2,-4,1,-5,14,-4,9,0.98
O=C(NC1CCCc2ccccc21)C1CCN(S(=O)(=O)N2CCCCCC2)CC1 (centres undefined),12,7,-12,1.1,2,7,8,9,0.93
CC(=O)Nc1cccc(C(=O)OCC(=O)NC(=O)Cc2ccccc2)c1,-2,-13,7,0.93,-5,3,-4,15,1.1
COc1ccc(C)cc1N(C(=O)c1ccc(C#N)cc1)C1=NC(C)(C)CS1,-1,1,-6,1.1,6,40,5,7,0.99
C=CCc1ccc(O)c(-c2cc(CC=C)ccc2O)c1,-13,9,7,0.93,12,43*,30,6,0.91
O=C1NCCN1c1ccc(CN2CCN(C3CCCCC3)C(CCO)C2)cc1 (centres undefined),3,-15,2,0.97,1,20,-15,2,1.2
CC1=CC(C)(C)N(C(=O)CSc2ncn[nH]2)c2ccc(C)cc21,-15,3,10,0.9,-5,7,22,11,0.97
CC(C)CC(O)(c1ccccc1)C(CN1CCOCC1)c1ccccc1 (centres undefined),0,6,9,0.91,13,25,23,17,0.94
CN(C)C(C)(C)C#CC(O)(c1ccccc1)c1ccccc1,-1,-5,2,0.98,-4,-3,-8,13,1.1
Cc1cccc(NC(=O)COC(=O)c2ccccc2SCC(=O)N2CCCC2)c1,-11,-18,0,1,0,-1,1,14,1.2
CCc1cc2c(COC(=O)c3cccc(S(C)(=O)=O)c3)cc(=O)oc2cc1O,-25,-10,-2,1,1,1,-6,26,1.1

# Reformatted as tab-separated lines: part of the list above
compound	ATG4B inhibitor	hIAP block	mIAP block	mIAP act	Apaf1 inhib	tim10-1 inh	TIM10 inh	NLRP3 yeast inh	hIAP act
COc1ccc(C)cc1N(C(=O)c1ccc(C#N)cc1)C1=NC(C)(C)CS1	-1	1	-6	1.1	6	40	5	7	0.99
C=CCc1ccc(O)c(-c2cc(CC=C)ccc2O)c1	-13	9	7	0.93	12	43*	30	6	0.91
